# Screening data as filed in PubChem BioAssay.
# Mdm2-MdmX inh – inhibitors of human Mdm2/MdmX interaction. AID 485346. hit rate 3% among 330,000. SaOS-2 split-luciferase Mdm2/MdmX complementation, luminescence. inhibition, % at 8 µM. O15151+Q00987;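 active = inhibition of at least 50% at 8 µM in the primary screen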
# UPR XBP1 act – activators of adaptive arm of unfolded protein response (XBP1); CHO-XBP1 luciferase reporter, IRE1-XBP1 UPR activation, luminescence; percent of tunicamycin response, DMSO as zero; activation, % at 20 µM; hit rate 0.33% among 330,000; AID 463104;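 active = versus positive control, 20 µM dose yields 30% or more activation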;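 also: 100% = tunicamycin at 10 µg/mL and 0% = DMSO only wells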
#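 Material: CHO cell line with stable XBP1 luciferase reporter; buffer or medium: F12 medium containing 10% fetal bovine serum; compound: single point, 20 µM final compound, 1% DMSO; incubation: 6 h treatment, 37 °C; measured by: glow luminescence from Steady-Glo reagent; evaluation: activation, % of tunicamycin; control set: tunicamycin high, DMSO low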
# CCR6 antagonist – antagonists of human CCR6 receptor. inhibition, % at 20 µM. P51684. hit rate 0.49% among 340,000. CHO-K1 CCR6 PathHunter beta-arrestin, luminescence, CCL20-stimulated;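 active = compounds whose inhibition of the agonist-driven luminescence signal at 20 µM reaches about 50%, limit read from the data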;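 also: cells stimulated with CCL20 at 14 nM final; plate controls were DMSO with CCL20 for no effect and DMSO without agonist for full effect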
# Target sequence (P51684 whole entry, looked up): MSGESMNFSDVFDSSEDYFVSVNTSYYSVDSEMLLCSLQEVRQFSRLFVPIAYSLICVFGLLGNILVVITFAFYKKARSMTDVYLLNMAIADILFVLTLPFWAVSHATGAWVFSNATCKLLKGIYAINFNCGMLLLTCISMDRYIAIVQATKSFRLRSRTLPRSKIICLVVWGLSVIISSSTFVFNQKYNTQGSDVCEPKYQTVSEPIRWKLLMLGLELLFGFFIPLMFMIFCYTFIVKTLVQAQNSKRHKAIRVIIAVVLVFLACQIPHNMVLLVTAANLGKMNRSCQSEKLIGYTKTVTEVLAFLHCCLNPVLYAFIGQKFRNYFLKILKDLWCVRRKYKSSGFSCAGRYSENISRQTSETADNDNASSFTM
# Jurkat NFkB inh – lowers PMA/ionomycin-induced NF-kB signal in Jurkat cells | PMA/ionomycin-induced NF-kB luciferase reporter, luminescence | inhibition, % at 4 µM | hit rate 0.53% among 330,000; in the data active = inhibition above about 50%
# CXCR6 block – blocks human CXCR6 beta-arrestin recruitment | inhibition, % at 20 µM | CHO-K1 PathHunter CXCR6 beta-arrestin, luminescence | hit rate 0.36% among 360,000 | O00574; in the data active = inhibition above about 34%, passing the limit was not always enough;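 also: antagonist mode with CXCL16 agonist at 10 nM final; 0% = 10 nM CXCL16 with DMSO and 100% = unstimulated wells without agonist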
# Target sequence (O00574 whole entry, looked up): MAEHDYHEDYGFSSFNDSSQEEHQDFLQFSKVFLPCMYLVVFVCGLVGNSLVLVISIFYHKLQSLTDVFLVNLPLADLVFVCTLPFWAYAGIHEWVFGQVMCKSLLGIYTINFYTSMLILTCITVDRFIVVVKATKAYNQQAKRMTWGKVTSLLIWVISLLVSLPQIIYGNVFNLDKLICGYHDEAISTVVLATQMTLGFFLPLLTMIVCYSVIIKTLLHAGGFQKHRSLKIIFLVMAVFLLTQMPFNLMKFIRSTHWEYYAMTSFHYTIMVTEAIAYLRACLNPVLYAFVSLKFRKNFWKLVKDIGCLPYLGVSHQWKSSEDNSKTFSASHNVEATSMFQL
# CHOP UPR activ – apoptotic UPR (CHOP) activation. CHO-CHOP luciferase reporter, luminescence; percent of tunicamycin response over DMSO baseline. activation, % at 10 µM. hit rate 0.34% among 330,000;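 active = at 10 µM dose, activation of 40% or more, normalized to positive control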;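 also: 100% = tunicamycin at 10 µg/mL and 0% = DMSO alone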
#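 assay system = CHO CHOP reporter cells | amount = 500 CHO-CHOP cells per well | buffer or medium = F12 with 10% FBS | incubation = 16-18 h cell attachment, then 6 h compound exposure, 37 °C | detection = luminescence read with Steady-Glo | read-out = percent activation relative to tunicamycin control | controls = tunicamycin high control, DMSO low control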
# EBI2 block – antagonists of human EBI2 receptor. P32249. EBI2 beta-arrestin recruitment, luminescence, 7a,25-OHC stimulated. inhibition, % at 5 µM. hit rate 0.81% among 360,000; in the data active = inhibition above about 38%;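 also: enzyme fragment complementation signal reports receptor beta-arrestin coupling in cells; 0% = agonist plus DMSO wells and 100% = wells without agonist; some results beyond the cut were filed as inactive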
# Target sequence (P32249 whole entry, looked up, the tested form may be a part): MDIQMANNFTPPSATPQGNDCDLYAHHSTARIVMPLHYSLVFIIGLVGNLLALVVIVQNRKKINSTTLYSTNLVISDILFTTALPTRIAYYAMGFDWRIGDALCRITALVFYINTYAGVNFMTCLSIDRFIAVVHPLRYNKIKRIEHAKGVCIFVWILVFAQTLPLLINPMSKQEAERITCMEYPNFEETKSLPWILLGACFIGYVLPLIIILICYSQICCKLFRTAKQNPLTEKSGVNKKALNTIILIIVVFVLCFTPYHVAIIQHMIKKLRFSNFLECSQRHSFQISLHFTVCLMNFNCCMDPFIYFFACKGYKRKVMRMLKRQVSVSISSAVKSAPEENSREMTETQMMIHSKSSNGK
# Gli-Sufu antag – blocks Gli-Sufu signaling in a luciferase reporter. inhibition, % at 5 µM. hit rate 0.74% among 340,000. Sufu-KO-LIGHT fibroblasts, Gli luciferase reporter luminescence;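 active = inhibition above about 55%, limit read from the data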;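 also: 0% = DMSO-treated cells and 100% = wells with medium but no cells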
# 697 NFkB inh – lowers PMA/ionomycin-induced NF-kB signal in 697 B cells; AID 435022; 697 B-cell NF-kB luciferase reporter, 16 h; inhibition, % at 4 µM; hit rate 0.33% among 330,000; in the data active = inhibition above about 35%
# The depositor's hits bear a star; nt = not tested or not shown; & = joins results of further samples.
SMILES	Mdm2-MdmX inh	UPR XBP1 act	CCR6 antagonist	Jurkat NFkB inh	CXCR6 block	CHOP UPR activ	EBI2 block	Gli-Sufu antag	697 NFkB inh
COc1ccc(NC(=O)CSc2nnc(-c3ccccn3)n2N)cc1Cl	-19	-2	0	-1	0	0.4	-16	-8	5
C=CCC1(O)C(=O)N2C(=C1C(=O)OCC)c1ccc3ccccc3c1CC2(C)C (stereo unspecified)	7	-2	18	3	10	6.2	-15	5	12
Cc1ccc(C(=O)CN2CCN(c3ccccn3)CC2)c(C)c1	-1	-1	3	-10	-1	2.7	-7	3	-1
O=S(=O)(c1ccc2c(c1)CCCN2)N1CCCC2CCCCC21 (stereo unspecified)	17	1	18	-13	-4	1.0	1	22	-3
O=C(NCCc1ccccn1)/C(=C/c1ccco1)NC(=O)c1ccccc1	-1	3	16	-2	2	-0.2	2	-4	-15
N/C(COc1cc(Cl)cc(Cl)c1)=N\O	16	0	8	-8	1	-1.6	-1	2	-18
COc1ccc(CNC(=O)CN(C(=O)c2csnn2)c2cccc(C(C)=O)c2)cc1	14	-3	6	21	0	-0.1	-10	6	13
CCCOc1ccc(C(=O)CCNc2cccc(Cl)c2)cc1	16	0	19	-47	6	2.8	19	-10	-1
CCOC(=O)N1CCN(C(=O)c2cccc(F)c2)CC1	6	-1	3	-9	-2	-1.0	3	0	10
COc1cc(Cl)c(CN2CCC(CO)(CCOc3ccccc3)CC2)cc1OC	-14	-1	9	-6	2	-0.6	8	21	5
Cc1cccc(NC(=S)NCC(c2cccnc2)N(C)C)c1C (stereo unspecified)	3	1	12	-2	0	-1.1	6	-6	16
COC(=O)CCc1c(C)c(C(=O)c2cc(OC)c(OC)c(OC)c2)c2ccccn12	26	3	12	7	1	-1.1	-15	2	9
Cc1nc(N2CCCCC2)c2ccsc2n1	-6	-1	4	0	-2	-2.0	3	4	-76
CC(C)c1ccc(CN2C(=O)c3ccccc3S2(=O)=O)cc1	27	6	21	-18	1	2.4	12	-11	-20
O=C1CN(C(=O)c2cc3ccccc3o2)c2ccccc2N1	-37	1	1	22	-5	3.0	-3	-8	-33
COC(=O)C1=C(C)OC(N)=C(C#N)C1c1cc(C)sc1C (stereo unspecified)	11	-2	-2	8	-3	1.5	0	1	10
CC(C)[C@H](NS(=O)(=O)/C=C/c1ccccc1)C(=O)OCC(=O)NC(N)=O	32	0	0	2	5	-0.1	-9	5	8
O=C(NCC1CCCO1)C1CCCN(S(=O)(=O)c2ccc(F)cc2)C1 (stereo unspecified)	4	-3	-1	7	1	-1.4	3	-16	1
Cn1c(SCC#N)nnc1-c1ccc2c(c1)OCO2	9	-2	1	13	-5	0.9	10	26	1
CCOC(=O)c1ccc(Nc2cc(C)nc(-c3ccccc3)n2)cc1	56*	5	-9	35	-2	-1.1	57*	2	-73
C=CCNc1nc(Cl)nc(Nc2ccc([N+](=O)[O-])cc2)n1	21	1	3	9	-1	-0.5	2	1	5
CCCCOC(=O)c1ccc(Nc2ncnc3nc[nH]c23)cc1	13	4	-1	-49	-2	2.3	16	-28	-52
CCc1nnc(NC(=O)C2CCN(S(=O)(=O)c3ccc(C)cc3)CC2)s1	53*	-2	6	13	8	0.4	-1	-2	17
COC(=O)c1cn(NC(=O)C2CCCO2)c(=O)c2ccccc12 (stereo unspecified)	-19	-1	-13	-11	-2	1.2	-8	1	-9
CCC(=O)Nc1ccc(-c2nnc(SCC(=O)N3CCCCC3)n2C)cc1	-9	2	-3	3	3	1.6	-21	-2	-3

# Two records picked at random from the list so far:
SMILES	Mdm2-MdmX inh	UPR XBP1 act	CCR6 antagonist	Jurkat NFkB inh	CXCR6 block	CHOP UPR activ	EBI2 block	Gli-Sufu antag	697 NFkB inh
Cc1ccc(C(=O)CN2CCN(c3ccccn3)CC2)c(C)c1	-1	-1	3	-10	-1	2.7	-7	3	-1
COC(=O)c1cn(NC(=O)C2CCCO2)c(=O)c2ccccc12 (stereo unspecified)	-19	-1	-13	-11	-2	1.2	-8	1	-9

# (further entries)
SMILES	Mdm2-MdmX inh	UPR XBP1 act	CCR6 antagonist	Jurkat NFkB inh	CXCR6 block	CHOP UPR activ	EBI2 block	Gli-Sufu antag	697 NFkB inh
Cn1cc(C(=O)N/N=C/c2cccc([N+](=O)[O-])c2)c2ccccc21	5	4	-3	-10	-11	0.6	1	0	-2
CSc1ccccc1C(=O)Nc1cc2c(cc1C(=O)O)OCCCO2	23	2	-1	-4	5	-2.1	-3	-4	17
Cc1ccc2c(c1)C1CN(C)CCC1N2S(=O)(=O)c1ccc(C(C)C)cc1 (stereo unspecified)	26	5	11	2	2	1.2	-9	5	8
COc1cc2oc(=O)cc(-c3cccc(-c4cccc(C)c4)c3)c2c(OC)c1OC	62*	-2	25	nt	-6	0.4	18	-3	5
O=C(Cc1ccccc1)Nc1ccc(F)cc1	7	-3	6	17	-4	-0.5	4	1	15
O=C(Nc1cccc(-c2cnc3ccccc3n2)c1)C1CC(=O)N(c2ccccc2)C1 (stereo unspecified)	14	-3	-13	-5	-4	5.1	-4	-62	-58
CCn1nc(C)c(C(=O)Nc2cc(Oc3cc(C)cc(C)c3)cc([N+](=O)[O-])c2)c1C	53*	3	4	26	9	0.5	10	24	-8
NC(=S)N=Nc1c(O)n(CCCl)c2ccc(Cl)cc12	14	4	33	-4	28	-0.2	8	12	27
CCCCN1C(N)=NC[C@@H]1Cc1ccc(O)cc1	26	-1	-4	19	-4	-0.2	0	3	20
COc1ccc(CNC(=O)Nc2ccc([N+](=O)[O-])cc2)cc1	37	0	13	10	7	0.3	8	-38	1
O=C(O)CCCCN1C(=O)/C(=C\c2ccc(OCc3ccccc3)c(OCc3ccccc3)c2)SC1=S	16	1	33	8	2	2.6	29	-24	16
N#Cc1c(-c2ccccc2)nc(SCC(=O)Nc2nnc(C(F)(F)F)s2)[nH]c1=O	1	-2	-1	-1	2	-0.3	4	-9	2
Fc1ccc(COc2cccc3cccnc23)cc1	13	3	19	-36	0	3.6	-15	-37	-19
CCOC(=O)C1CCCN(S(=O)(=O)c2ccc(Br)c(OC)c2)C1 (stereo unspecified)	-11	2	31	-2	1	-0.1	-2	-20	-12
CN(NC(=O)c1ccccc1)c1nc2ccccc2nc1C(F)(F)F	60*	3	4	40	12	-2.0	-3	1	-40
O=C1c2ccccc2C(Nc2ccccc2F)N1c1cccnc1 (stereo unspecified)	-18	2	-1	-23	-1	-0.4	0	0	0
Cc1cc(NS(=O)(=O)c2ccc(NC(=O)c3cnc4sccn4c3=O)cc2)nc(C)n1	-20	-1	4	10	4	0.6	-1	-16	-19
N#CC1(Cc2ccccc2Cl)c2ccccc2C=CN1C(=O)c1ccccc1 (stereo unspecified)	14	-3	9	10	-4	7.7	21	15	4
CCOC(=O)c1nc(NCc2cccnc2)c2ccccc2n1	-15	-2	10	-15	-1	1.6	-6	-1	-5
CCN1CCN(c2oc(-c3ccccc3C)nc2S(=O)(=O)c2ccccc2)CC1	9	4	19	-27	10	0.0	-13	52	-40
CCCOc1ccc(C(=O)Nc2ccc(S(=O)(=O)N3CCN(C)CC3)cc2)cc1	12	-6	10	4	-2	0.0	-7	4	-9
Cc1cc(C)c2nc(NNC(=O)c3ccc(S(=O)(=O)N4CC(C)CC(C)C4)cc3)sc2c1 (stereo unspecified)	84*	12	21	-13	13	1.0	9	-10	-16
CCOC(=O)c1c(Nc2ccc(Cl)cc2)sc(/C=C2\C=Nc3ccccc32)c1O	64*	38*	25	-7	10&6	4.5	25&35	-5	-24
O=C(Nc1ccc(CN2CCCCC2)cc1)c1cc(Br)ccc1Cl	4	-4	12	-19	6	-0.5	5	19	-7
CC1(C)Cc2c(C#N)c(N3CCN(C(=O)c4ccco4)CC3)nc(-c3ccco3)c2CS1	31	-1	14	2	-3	2.4	-12	-4	3

# Single records (already shown). Order of screens: Mdm2-MdmX inh	UPR XBP1 act	CCR6 antagonist	Jurkat NFkB inh	CXCR6 block	CHOP UPR activ	EBI2 block	Gli-Sufu antag	697 NFkB inh
# COC(=O)c1cn(NC(=O)C2CCCO2)c(=O)c2ccccc12 (stereo unspecified) in the list: -19	-1	-13	-11	-2	1.2	-8	1	-9
# CSc1ccccc1C(=O)Nc1cc2c(cc1C(=O)O)OCCCO2 in the list: 23	2	-1	-4	5	-2.1	-3	-4	17

# Structures listed so far marked active in EBI2 block.
Molecule	Mdm2-MdmX inh	UPR XBP1 act	CCR6 antagonist	Jurkat NFkB inh	CXCR6 block	EBI2 block	697 NFkB inh
CCOC(=O)c1ccc(Nc2cc(C)nc(-c3ccccc3)n2)cc1	56*	5	-9	35	-2	57*	-73

# Additional compounds follow.
SMILES	Mdm2-MdmX inh	UPR XBP1 act	CCR6 antagonist	Jurkat NFkB inh	CXCR6 block	CHOP UPR activ	EBI2 block	Gli-Sufu antag	697 NFkB inh
COC(=O)c1ccccc1NC(=O)CNc1cc(Cl)ccc1N1CCOCC1	30	0	20	-15	16	1.3	10	4	9
Cc1cc2c(N=O)c(NO)ccc2[nH]1	21	9	12	5	7	28	1	21	1
O=C(Nc1ccc2c(c1)OCO2)c1ccc(Br)o1	-16	2	-3	-75	-4	4.3	-9	-50	-46
NC(=O)c1c(NC(=O)Cn2nc(C(=O)O)c3ccccc3c2=O)sc2c1CCCC2	-19	1	2	6	-2	2.9	6	5	-4
O=C(Cc1ccccc1[N+](=O)[O-])NCc1ccncc1	-21	0	-1	-6	-3	-1.3	-3	-7	9
Cc1cc(C(F)(F)F)nn1CC(=O)NNC(=S)Nc1ccc(F)cc1	14	-2	11	-3	4	-0.5	-4	-5	-9
O=C(COc1ccccc1)NC1CCCN(Cc2ccccc2F)C1 (stereo unspecified)	5	-3	9	-3	-2	-1.9	-9	-1	3
CC(=O)c1cccc(OCc2cc(C(=O)N(C)CCC3CCOCC3)no2)c1	-22	0	6	-55	0	6.3	-5	3	-66
O=C(CN1C(=O)NC2(CCOc3ccccc32)C1=O)NCC(F)(F)F (stereo unspecified)	0	-2	6	16	0	1.0	-8	-1	1
CCN(CC(=O)Nc1ccc(OC)cc1)C(=O)Cc1cccs1	3	1	6	6	8	0.6	-9	-9	20
CCN1CCN(c2ccc(S(=O)(=O)N3CCCCC3)cc2NC(=O)c2sccc2C)CC1	5	-4	2	4	2	-0.7	-8	17	-15
COc1ccc(-c2cc(C(F)(F)F)n3nc(C(=O)N4CCN5CCCC5C4)cc3n2)cc1OC (stereo unspecified)	7	-1	-2	-11	3	0.8	5	17	18
Cc1cc(C)nc(/N=C(\N)N2CCCCCC2)n1	-9	2	0	-2	0	3.7	-10	4	-13
Cc1cc(Br)ccc1SCC(=O)OCC(=O)NC1CCCC1	6	-2	9	17	2	0.2	-1	-7	-5
C/C(=C\c1ccccc1)C(=O)n1nnc2ccccc21	9	0	-2	1	8	-0.9	-26	5	17
Cc1cc(C)cc(OCC(=O)OCC(=O)NC2CCCC2)c1	4	0	-8	-5	1	0.2	-12	-21	-4
COc1cccc(-c2sc3ccc(OC)cc3c2-c2ccc(OCCN3CCOCC3)cc2)c1	9	-2	9	-5	-6	-0.4	28	4	-5
O=c1oc2ccc3ccccc3c2c2c1SC(C(F)(F)F)C2 (stereo unspecified)	2	-3	4	11	4	-0.1	0	-7	1
O=C1CCCCC1C(=O)c1ccccc1 (stereo unspecified)	15	-2	3	-1	nt	-0.9	nt	-5	4
CCN(CC(=O)NCc1cccs1)C(=O)CCCOc1ccccc1	13	-2	14	-9	2	-2.8	9	3	-8
Cc1[nH][nH]c(=O)c1C=NCc1cccnc1	12	0	6	3	-4	-1.8	-8	1	-8
